Bioassay records as filed in PubChem.
L3MBTL1 inh – L3MBTL1 (human) inhibition; AlphaScreen L3MBTL1–H3K9me1 peptide binding; Potency, µM (top dose mostly 57.1 µM), for inactives: top-dose activity, negative = inhibition, hits mostly inhibitors; AID 485360; 230,000 compounds, 0.66% hits; Q9Y468; active = well fitted inhibition curve with a large enough effect; also: nearly all actives have a fitted effect of over 60% in size
Target sequence (Q9Y468 whole entry, looked up): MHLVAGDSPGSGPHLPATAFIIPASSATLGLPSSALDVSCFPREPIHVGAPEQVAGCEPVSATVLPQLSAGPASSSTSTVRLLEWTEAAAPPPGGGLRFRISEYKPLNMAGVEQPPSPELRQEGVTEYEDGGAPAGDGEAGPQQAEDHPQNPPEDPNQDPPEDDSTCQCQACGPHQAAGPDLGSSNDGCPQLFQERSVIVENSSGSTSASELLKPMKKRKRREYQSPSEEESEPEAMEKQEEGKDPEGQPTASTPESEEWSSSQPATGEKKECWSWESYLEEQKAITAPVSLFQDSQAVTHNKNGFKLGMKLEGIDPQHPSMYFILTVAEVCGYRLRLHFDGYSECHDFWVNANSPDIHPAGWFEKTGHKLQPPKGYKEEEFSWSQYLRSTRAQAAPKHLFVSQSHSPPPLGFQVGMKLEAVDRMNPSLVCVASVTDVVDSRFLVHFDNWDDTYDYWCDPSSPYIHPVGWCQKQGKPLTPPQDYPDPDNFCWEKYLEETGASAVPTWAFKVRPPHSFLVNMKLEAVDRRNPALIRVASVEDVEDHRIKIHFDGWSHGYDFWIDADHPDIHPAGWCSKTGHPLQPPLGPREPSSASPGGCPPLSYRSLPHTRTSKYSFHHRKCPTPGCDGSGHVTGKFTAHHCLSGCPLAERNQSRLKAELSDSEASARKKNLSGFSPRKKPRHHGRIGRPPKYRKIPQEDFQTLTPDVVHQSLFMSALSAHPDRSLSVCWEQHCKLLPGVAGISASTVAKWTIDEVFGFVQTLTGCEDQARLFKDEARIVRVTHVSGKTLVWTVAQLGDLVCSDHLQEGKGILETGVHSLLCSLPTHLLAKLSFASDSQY
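First, the protein-peptide complex forms for 30 min at room temperature (L3MBTL1 50 nM, biotinylated H3K9me1 peptide 75 nM). Next, compounds are pin-transferred and incubated 30 min. Finally, AlphaScreen beads are added and read after 30 min.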
* marks the source's active call; other numbers are inactive results; [ ] = dose if it differs, or a comment. % is scaled to controls: 0 for no effect and ±100 for the full control effect; potency is read from the fitted curve at half-maximal effect. Only part of the results is shown, so the mix of outcomes need not match the whole.

nr | molecule | L3MBTL1 inh
1 | CS(=O)(=O)N(CCc1ccccc1)CC(=O)Nc1ccc(Br)cc1F | -3.0%
2 | Cc1ccc(N(CC(=O)Nc2cc(C)ccc2C)S(C)(=O)=O)cc1 | 1.4%
3 | COc1ccc(CCNC(=O)CN2C(=O)NC3(CCc4ccccc43)C2=O)cc1 (stereo not drawn) | 3.1%
4 | N#Cc1ccccc1S(=O)(=O)N1CCN(C(=O)c2ccc(-n3cncn3)c([N+](=O)[O-])c2)CC1 | 4.2%
5 | Cc1cc(C)cc(OCC(=O)OC(C)C(=O)Nc2c(C)n(C)n(-c3ccccc3)c2=O)c1 (stereo not drawn) | 8.7%
6 | O=C(Nc1ccc2c(c1)OCCO2)c1ccc(Cl)cc1 | -1.0%
7 | CC1CCN(C(=O)c2ccc(-c3ccccc3Cl)o2)CC1 | 1.9%
8 | Nn1c(SCC(=O)Nc2ccc(N3CCOCC3)cc2)nnc1-c1cccc(F)c1 | -3.6%
9 | Cc1noc(C)c1NC(=O)N(C)C[C@H]1Oc2c(NC(=O)NC(C)C)cccc2C(=O)N([C@H](C)CO)C[C@@H]1C | 3.0%
10 | CCS(=O)(=O)N1CCN(C(=O)c2cccc3ccccc23)CC1 | -3.8%[2.29 µM]
11 | O=C(COc1cccc(Cl)c1)NCc1ccccc1 | 2.8%
12 | O=C(Nc1ccc(N2CCOCC2)cc1)C1=NN(c2ccccc2)C(=O)CC1 | 3.6%
13 | COc1cc(NC(=O)COC(=O)CO/N=C(\C)c2ccc3c(c2)OCO3)cc(OC)c1OC | 24.4%
14 | CCN(Cc1ccncc1)C(=O)CCc1ccccc1 | -1.8%
15 | CN(C)c1cc(-c2ccccc2)nc(-c2ccccc2)n1 | 0.1%[2.29 µM]
16 | Cc1ccc(S(=O)(=O)N2CCCCC2)cc1NC(=O)CSc1nnc(C2CC2)n1C | -1.6%
17 | Nc1nc(COC(=O)C2CCN(C(=O)c3ccc(Cl)cc3)CC2)nc(Nc2ccccc2)n1 | -8.4%
18 | CCc1nnc(NC(=O)CSc2ccc(-c3ccc(-n4cccn4)cc3)nn2)s1 | 0.1%
19 | COc1ccc2nc(NC(=O)c3c(C)noc3C)sc2c1 | 1.4%
20 | O=C(N[C@H]1CCC(=O)N([C@H](CSc2ccc(Br)cc2)Cc2ccccc2)CC1)OCc1ccccc1 | 4.3%
21 | O=C(COC(=O)CCC(=O)c1cccs1)NC1CCCCC1 | 3.4%
22 | C[C@H](O)[C@H](O)[C@H]1CNc2nc(N)[nH]c(=O)c2N1 | 6.4%
23 | Cc1ccc(C(=O)OCC(=O)Nc2cc(C(C)(C)C)nn2-c2ccccc2)c(O)c1 | 9.3%
24 | C/C=C/C1=CC(=O)C[C@H](c2ccc3c(c2)OCO3)C1 | -6.2%
25 | Cc1ccc(OCC(=O)OC(C)C(=O)NC2CCCCC2C)cc1C (stereo not drawn) | 1.7%
26 | CCc1noc(C)c1C(=O)N1CC(C)SC1=Nc1ccc(Cl)cc1 (stereo not drawn) | 5.2%
27 | COc1ccc(CCNC(=O)COC(=O)c2cc(=O)c3ccccc3o2)cc1 | -1.6%
28 | Cc1ccccc1C(=O)OC(C)C(=O)NCc1ccc2c(c1)OCO2 (stereo not drawn) | 0.9%
29 | CN(C)C(CNC(=O)c1cccc(S(=O)(=O)Nc2ccccc2Cl)c1)c1ccco1 (stereo not drawn) | 3.1%
30 | COc1ccc(NC(=O)Nc2ccc3c(c2)C(=O)N([C@H](C)CO)C[C@H](C)[C@@H](CN(C)C(=O)Nc2ccc(C(F)(F)F)cc2)O3)cc1 | -8.7%

Screen by screen, quoted from above.
L3MBTL1 inh for nos. 19 to 29, in order: 1.4%, 4.3%, 3.4%, 6.4%, 9.3%, -6.2%, 1.7%, 5.2%, -1.6%, 0.9%, 3.1%

Next section
nr | molecule | L3MBTL1 inh
31 | NCCCCc1ccc2ccc3cccc4ccc1c2c34 | 12.3%
32 | N#Cc1cccc(Oc2ccc(S(=O)(=O)N3CCCC3)cn2)c1 | 11.9%
33 | C=CCn1nc2ccccc2c1OC | 3.2%
34 | Cc1c(Cl)cnc(NC(=O)COC(=O)C2CC3CCCC(C2)C3=O)c1Cl (stereo not drawn) | -4.8%
35 | O=C(COC(=O)CC1CC2CCC1C2)Nc1ccccc1[N+](=O)[O-] (stereo not drawn) | -20.6%
36 | CCOC(=O)C(C)n1cnc2scc(-c3ccc(C)c(C)c3)c2c1=O (stereo not drawn) | -1.4%
37 | CCN(C(=O)COc1ccccc1C(=O)NCc1ccccc1)C1CCS(=O)(=O)C1 (stereo not drawn) | 7.3%
38 | Cc1ccc(SCC(=O)Nc2nnc(C(C)(C)C)s2)cc1 | -2.8%
39 | CCc1noc(C)c1C(=O)OC(C)C(=O)NCc1ccc(OC)cc1 (stereo not drawn) | 3.6%
40 | Cc1n[nH]c(C)c1NC(=O)CSc1nnnn1-c1cccc(F)c1 | 4.1%
41 | C[C@@]12C(=O)N(Cc3ccc(Cl)cc3)CC(=O)N1[C@H]1c3ccccc3OC[C@@H]1[C@@H]2c1ccccc1 | -9.5%
42 | CCc1occc(=O)c1Oc1cc(NN2CCCCC2)c([N+](=O)[O-])cc1[N+](=O)[O-] | -15.8%
43 | CN(C)C(CNC(=O)c1cccc(S(=O)(=O)NCc2ccccc2)c1)c1ccccc1 (stereo not drawn) | 3.4%
44 | COc1ccc(S(=O)(=O)N2CCC(C(=O)Oc3ccc(C)cc3)CC2)cc1OC | 1.7%
45 | O=C(CN1c2cccc3cccc(c23)S1(=O)=O)NC1CCCCC1 | -0.4%
46 | CCCn1c(=O)c(C(=O)NCCCc2ccccc2)c(O)c2ccccc21 | 19.6%
47 | COc1cccc(CNS(=O)(=O)c2cc3c4c(c2)CCN4C(=O)CC3)c1 | 1.4%
48 | COc1cc2c(cc1OC)C(c1ccc(Br)cc1)NC(=O)C2 (stereo not drawn) | -2.0%
49 | CC1CCCC(C)N1C(=O)CNCc1ccc2c(c1)OCO2 (stereo not drawn) | -3.4%
50 | COc1ccc(OC)c(NC(=O)c2sc3nc(C)cc(C)c3c2N)c1 | 0.1%
51 | CCOC(=O)C1=C(COC(=O)C2CC(=O)N(CCc3ccccc3)C2)NC(=O)NC1C (stereo not drawn) | -6.3%
52 | COc1ccc(NS(=O)(=O)c2cccc(C(=O)NN=Cc3ccc(O)c(OC)c3)c2)cc1 | -3.9%
53 | CCOC(=O)C1=C(COC(=O)CNC(=O)c2ccccc2F)NC(=O)NC1C (stereo not drawn) | -12.0%
54 | CCN(CC(=O)Nc1c(F)cccc1F)C(=O)/C=C/c1c(C)nn(-c2ccc(F)cc2)c1C | -0.5%
55 | NC(=O)c1ccc(NC(=O)COC(=O)/C=C/c2ccc(Br)o2)cc1 | 14.1µM*
56 | CCC(C)(C)NC(=O)c1cc(S(=O)(=O)N2CCc3ccccc32)cn1C | 2.7%
57 | CCCN(C(=O)COc1ccc(C(C)=O)cc1OC)C1CCS(=O)(=O)C1 (stereo not drawn) | 33.6%[activator]
58 | O=C(/C=C/c1ccc(Br)o1)OCc1nc2ccsc2c(=O)[nH]1 | 3.16µM*
59 | CSCC[C@H](NC(=O)[C@@H]1CSC2c3ccccc3C(=O)N21)C(=O)N1CCC[C@H]1CO (stereo partly drawn) | 8.3%
60 | COc1cc(OC)cc(-c2c(C#Cc3ccsc3)c3cc(-c4ccc(CN5CCOCC5)cc4)ccc3n2C)c1 | -3.3%
61 | CCOC(=O)Cn1c(=O)c(F)cn(Cc2ccc(OC)c([N+](=O)[O-])c2)c1=O | 2.1%
62 | CCCSc1ccc([C@@H]2[C@H]3C(=O)N(CC)C(=O)[C@H]3[C@]3(C(=O)OC)CCCN23)cc1OC | 1.6%
63 | CCOC(=O)c1ccc(S(=O)(=O)NNc2ccc(C(F)(F)F)cn2)cc1 | 21.6%
64 | NS(=O)(=O)c1cccc(NC(=O)COC(=O)/C=C/c2nc3ccccc3s2)c1 | 2.3%
65 | O=C(COc1ccc(S(=O)(=O)N2CCOCC2)cc1)NC1CCCCC1 | 2.5%
66 | Clc1ccc(C2Nc3cccc4cccc(c34)N2)cc1Cl | -15.1%
67 | COc1cccc(CNC(=O)c2ccc3c(c2)N(C)CCS3)c1OC | -9.6%
68 | CCN(CC)CCNC(=O)c1ccc(NC(=O)c2ccc(S(=O)(=O)N3CCCCCC3)cc2)cc1 | 13.4%
69 | CN(CC(=O)NCc1ccco1)C(=O)C1CC(=O)N(c2ccc3c(c2)OCCO3)C1 (stereo not drawn) | -0.7%
70 | COc1ccc(/C=C/c2c(-c3ccccc3OC)sc3ccccc23)cc1OC | 12.7%
71 | CCC(C(=O)Nc1ccc(S(=O)(=O)N(C)C2CCN(C)CC2)cc1)c1ccccc1 (stereo not drawn) | -13.1%
72 | O=C(CSc1ncnc2sc3c(c12)CCCC3)NC1CCS(=O)(=O)C1 (stereo not drawn) | 5.2%
73 | COc1ccc([C@H]2CC(=O)C=C(c3ccc(C(=O)O)cc3)C2)cc1OC | 1.6%
74 | Cc1csc(SC(C)C(=O)NCC2CCCO2)n1 (stereo not drawn) | -3.5%
75 | Cc1nc(-c2ccc(F)cc2)c(CC(=O)N(C)CC(=O)Nc2ccccc2Cl)s1 | 1.8%
76 | COC(=O)CN1C(=O)[C@H]2[C@@H](C3CC3)N3C(=O)CN(Cc4ccccn4)C(=O)[C@@]3(Cc3ccccc3)[C@H]2C1=O | 2.2%
77 | Cc1cc(NC(=O)CSc2nc(=O)n3cccc(C)c3n2)no1 | -4.8%
78 | CN(CC(=O)Nc1ccc(Cl)cc1)C(=O)c1ccc(NS(=O)(=O)c2ccc3[nH]c(=O)[nH]c3c2)cc1 | 6.9%
79 | O=C(COC(=O)/C=C/c1ccc(F)cc1)NCC1CCCO1 (stereo not drawn) | -3.6%
80 | COc1cc(NC(=O)CSc2nnc3ccccn23)cc(OC)c1 | 1.9%
81 | COc1cc(C(=O)COC(=O)C2CCN(c3ccc(C(F)(F)F)cn3)CC2)ccc1OC(F)F | 17.3%
82 | CCCCS(=O)(=O)N1CCCC(C(=O)NCCc2ccccc2)C1 (stereo not drawn) | 16.6%
83 | Cc1ccc(OC(=O)c2cncc(Br)c2)c(C)c1 | 16.2%
84 | C[C@H](CO)N1C[C@H](C)[C@@H](CN(C)C(=O)Nc2ccc3c(c2)OCO3)Oc2c(NC(=O)C3CCCCC3)cccc2C1=O | 1.5%
85 | O=C(CCCN1C(=O)NC2(CCCC2)C1=O)NCc1ccccc1 | 3.8%
86 | COc1ccc(-c2cc(-c3ccccc3)nc(NN)n2)cc1OC | -18.2%
87 | Cc1noc(C)c1NC(=O)Nc1ccc2c(c1)C(=O)N([C@H](C)CO)C[C@H](C)[C@@H](CN(C)C(=O)Nc1c(C)noc1C)O2 | 10.1%
88 | CC(C)CN(C(=O)CCCc1nc2ccccc2c(=O)[nH]1)c1c(N)n(Cc2ccccc2)c(=O)[nH]c1=O | 1.2%
89 | COc1cc(C(=S)N2CCOCC2)ccc1OC(=O)c1ccc(Br)cc1 | -6.1%
90 | COc1ccc(CCC(C)NCC(C)c2ccccc2)cc1 (stereo not drawn) | 8.9%

4 entries drawn at random from those above, as already listed:
nr | molecule | L3MBTL1 inh
77 | Cc1cc(NC(=O)CSc2nc(=O)n3cccc(C)c3n2)no1 | -4.8%
73 | COc1ccc([C@H]2CC(=O)C=C(c3ccc(C(=O)O)cc3)C2)cc1OC | 1.6%
81 | COc1cc(C(=O)COC(=O)C2CCN(c3ccc(C(F)(F)F)cn3)CC2)ccc1OC(F)F | 17.3%
83 | Cc1ccc(OC(=O)c2cncc(Br)c2)c(C)c1 | 16.2%

Going on with the list.
nr | molecule | L3MBTL1 inh
91 | Cc1cc(C(=O)CCC(=O)NCc2ccccc2F)c(C)s1 | 1.2%
92 | COc1ccc(CNC(=O)C[C@H]2C[C@H](C(=O)N3CCCCC3)[C@@]3(CCc4ccccc4)c4[nH]c5ccc(Cl)cc5c4CCN3C2=O)cc1OC | -4.0%
93 | CC(=O)c1ccc(S(=O)(=O)N2CCN(CC(=O)Nc3ccccc3C(=O)NC3CC3)CC2)cc1 | -14.3%
94 | Cn1c(-c2ccccc2)cnc1NCc1ccc(-c2ccccc2)cc1 | -16.0%
95 | CC[C@H](C)[C@@H](C(=O)NCCCCCCCCCCC(=O)N1CCNCC1)n1cc(CCCCN=C(N)N)nn1 | 1.7%
96 | Cc1cccc(C(=O)OCC(=O)c2ccc3c(c2)OCCO3)c1O | 10.2%
97 | COC(=O)c1ccccc1NC(=O)CN1CCCCCC1 | 1.9%
98 | CN(CC(=O)Nc1cccc(F)c1)CC(=O)Nc1cc(S(=O)(=O)N2CCOCC2)ccc1Cl | 0.5%
99 | COC(=O)[C@]1(Cc2ccccc2)N[C@H](c2ccc(-c3ccc(F)cc3)cc2)[C@@H]2C(=O)N(C)C(=O)[C@@H]21 | -8.7%
100 | COc1ccc(CCN(C)C/C=C/c2ccccc2[N+](=O)[O-])cc1OC | -4.7%
101 | CCCC(=O)Nc1ccc2nn(-c3ccc(OC)cc3)nc2c1 | 2.2%
102 | Cc1ccc(S(=O)(=O)N2CCOCC2)cc1NC(=O)CN1CCN(C)CC1 | 5.2%
103 | COc1cc(C(=O)NC2CC3CCCC(C2)N3Cc2ccccc2)cc(OC)c1OC (stereo not drawn) | -5.5%
104 | CCC(CO)Oc1cc(NC(=O)c2ccc(OC)cc2)c2ncn(C(C)C)c2c1 (stereo not drawn) | -13.3%
105 | Cc1ccc(C)c(-c2nnc(NC(=O)C3=COCCO3)o2)c1 | 5.7%
106 | CCOC(=O)C1=CN(Cc2cccc(F)c2)S(=O)(=O)N(C)C1c1cccc(OC)c1 (stereo not drawn) | 6.6%
107 | NC(=O)C1CCN(C(=O)c2ccc(NS(=O)(=O)c3ccc(F)c(F)c3)cc2)CC1 | 6.2%
108 | CSCCC(NS(=O)(=O)c1cccc(C(F)(F)F)c1)C(=O)N(C)CCOc1ccc(Cl)cc1 (stereo not drawn) | 2.5%
109 | CCOC(=O)C1=C(C)N(C[C@@H]2CC[C@@H](Cc3ccc(-c4ccccc4)cc3)O2)C(=O)NC1c1ccc(C(F)(F)F)cc1 (stereo partly drawn) | -2.1%
